Compound activity deposited in PubChem BioAssay by several laboratories.
OX1R antag: OX1R (HCRTR1) antagonists, primary screen, fluorescence, CHO/OX1R cells, Fluo-8 calcium, orexin A; Orexin/Hypocretin receptor type 1 (Homo sapiens), O43613; Fluo-8 calcium fluorescence; inhibition, % at 5 µM; 330,000 compounds, 0.43% hits;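 active means inhibition above its plate's threshold, mean inhibition of all tested compounds on the plate plus 3 SD, cut at about 37% in these data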;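 further: 0% = orexin A challenge wells and 100% = SB-334867-A antagonist wells; not every result past the cut was called active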
Target sequence (O43613 whole entry, looked up): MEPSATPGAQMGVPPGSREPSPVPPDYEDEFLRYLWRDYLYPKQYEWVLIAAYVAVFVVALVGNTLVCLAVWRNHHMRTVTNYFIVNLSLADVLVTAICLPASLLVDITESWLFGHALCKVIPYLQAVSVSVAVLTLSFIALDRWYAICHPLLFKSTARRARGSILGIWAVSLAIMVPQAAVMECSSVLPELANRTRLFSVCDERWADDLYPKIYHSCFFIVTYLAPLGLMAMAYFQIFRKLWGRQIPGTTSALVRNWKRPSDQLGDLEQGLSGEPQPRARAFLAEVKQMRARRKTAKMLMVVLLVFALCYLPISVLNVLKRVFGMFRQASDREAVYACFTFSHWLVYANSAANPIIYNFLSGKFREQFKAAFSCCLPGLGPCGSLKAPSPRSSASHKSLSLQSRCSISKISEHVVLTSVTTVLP
CHT allo act: CHT positive allosteric modulators, primary screen, cell-based, membrane potential dye, choline EC20; AID 488977, 2010; 310,000 compounds, 0.49% hits; High affinity choline transporter 1 (Homo sapiens), Q9GZV3; B-score at 10 µM; CHT-expressing cells; hits give high values; LV-AA mutant CHT in HEK293 cells;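 active means initial fluorescence not abnormally high and integrated response B-score, plate-corrected, over 3 SD above library mean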
Target sequence (Q9GZV3 whole entry, looked up): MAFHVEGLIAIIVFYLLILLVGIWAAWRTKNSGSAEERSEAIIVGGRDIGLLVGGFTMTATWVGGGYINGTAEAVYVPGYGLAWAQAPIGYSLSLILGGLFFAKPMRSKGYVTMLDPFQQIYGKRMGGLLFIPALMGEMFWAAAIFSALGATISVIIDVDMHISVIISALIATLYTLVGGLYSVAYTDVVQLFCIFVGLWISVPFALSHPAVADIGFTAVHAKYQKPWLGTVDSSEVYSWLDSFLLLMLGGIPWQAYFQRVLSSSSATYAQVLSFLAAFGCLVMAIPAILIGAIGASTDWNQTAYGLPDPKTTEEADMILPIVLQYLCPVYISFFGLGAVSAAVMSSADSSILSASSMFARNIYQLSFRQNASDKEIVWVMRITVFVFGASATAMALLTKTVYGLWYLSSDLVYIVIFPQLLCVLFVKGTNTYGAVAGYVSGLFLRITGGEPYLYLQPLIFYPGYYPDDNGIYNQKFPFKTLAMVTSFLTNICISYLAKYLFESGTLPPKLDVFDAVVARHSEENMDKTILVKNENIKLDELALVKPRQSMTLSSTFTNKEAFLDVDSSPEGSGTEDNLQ
Numbers without * were called inactive; i = inactive; x = no result given.

compound | OX1R antag | CHT allo act
Cc1ccc(OCC(=O)O/N=C(\N)c2cccc([N+](=O)[O-])c2)cc1C | -12 | i
CCCNC(=O)COC(=O)c1ccc(S(=O)(=O)N2CCCCCC2)cc1 | -15 | i
Cc1nn(CCOc2ccccc2)c(=O)n1-c1ccccc1F | -2 | i
Cc1cccc(/C(N)=N/OC(=O)Cc2ccccc2)c1 | -16 | i
O=C(CN(c1ccccc1Cl)S(=O)(=O)c1ccccc1)N/N=C/c1ccccc1C(=O)O | -9 | i
CC1Cc2ccccc2N1C(=O)COC(=O)CSc1ccc(F)cc1 (stereo not given) | -11 | i
CCOc1ccc(C(=O)C2CCN(C(=O)c3ccccc3C(=O)O)CC2)cc1 | 3 | i
Cc1ccc(NC2SC(=O)N(CC(=O)O)C2=O)cc1 (stereo not given) | -18 | i
O=c1cc(-c2ccc(O)c(O)c2)oc2c1ccc1ccccc12 | 16 | x
CC1CCN(C(=O)CSc2nc(N)cc(N)n2)CC1 | -5 | i
COC(=O)c1cc(OC)c(OC)cc1NC(=O)C1CCC(=O)N1S(=O)(=O)c1ccc(C)cc1 (stereo not given) | -19 | i
COc1ccccc1C(C)NC(=O)c1ccc(C)o1 (stereo not given) | -10 | i
COc1cccc(NC(=O)CN(C)CC(=O)Nc2ccc(C)c([N+](=O)[O-])c2)c1 | -32 | i
COc1ccc(COc2ccc(S(=O)(=O)N3CCCC3)cc2C(N)=O)cc1F | -8 | i
Cc1nc(SCC(=O)N2c3ccccc3Sc3ccccc32)n[nH]1 | -29 | i
COCc1nnc(NC(=O)CCC2CCCCC2)s1 | -24 | i
CCOC(=O)C1(CCOc2ccccc2)CCN(S(=O)(=O)N(C)C)CC1 | -19 | i
O=C(Nc1ccccc1F)c1ccco1 | -8 | i
O=C(CN1CCN(S(=O)(=O)c2ccccc2)CC1)Nc1ccc(Cl)c([N+](=O)[O-])c1 | -13 | i
COc1ccc(OC)c(C2CC(=O)c3c([nH]c(C(=O)OCC4CCCO4)c3C)C2)c1 (stereo not given) | -37 | i
CN(C)S(=O)(=O)c1ccc(S(=O)(=O)NCCN2CCOCC2)cc1 | -2 | i
CC(=O)NC(Cc1c[nH]c2ccccc12)C(=O)OCC(=O)Nc1ccc2c(c1)OCO2 (stereo not given) | 13 | i
CC1CCCCN1CCNC(=O)C1CCCN(S(=O)(=O)c2cccc3nsnc23)C1 (stereo not given) | -21 | i
O=C(c1ccc(Cl)cc1)c1c[nH]cc1-c1ccccc1 | 1 | i
O=[N+]([O-])c1ccc(NNC(=S)Nc2ccccc2)cc1 | -11 | i

Molecules from the list above that have two or more sulfur atoms, in the order listed:
compound | OX1R antag | CHT allo act
Cc1nc(SCC(=O)N2c3ccccc3Sc3ccccc32)n[nH]1 | -29 | i
CN(C)S(=O)(=O)c1ccc(S(=O)(=O)NCCN2CCOCC2)cc1 | -2 | i
CC1CCCCN1CCNC(=O)C1CCCN(S(=O)(=O)c2cccc3nsnc23)C1 (stereo not given) | -21 | i

Additional structures
compound | OX1R antag | CHT allo act
Cc1ccc(N(C(=O)c2ccccn2)C(C(=O)NC2CCCCC2)c2ccncc2)cc1 (stereo not given) | -28 | i
CCOC(=O)c1cc(C#N)c(SC(C)C(=O)NC2CCCCC2)nc1C (stereo not given) | -12 | x
Nc1nc(CSc2nc3ccccc3[nH]2)nc(N2CCOCC2)n1 | -2 | i
O=C(Cc1ncc(C(F)(F)F)cc1Cl)NCCc1ccccc1 | -17 | i
CCOC(=O)C1CCCN(Cc2ccc(OCc3ccccc3)c(OC)c2)C1 (stereo not given) | -14 | i
O=C(Cc1sc(-c2ccccc2)nc1-c1ccccc1)Nc1ccc(Cl)cc1 | -20 | i
Cc1cc(C)c(C#N)c(SC2CCCCC2=O)n1 (stereo not given) | -11 | i
COc1ccc(/C=N/n2c(-c3ccco3)nc3ccccc3c2=O)cc1 | -36 | i
CN(C(=S)Nc1ccc(SC(F)F)cc1)C(c1ccccc1)c1ccccc1 | -21 | i
COc1cc(NC(=O)C2CCCO2)c(OC)cc1NC(=O)c1ccccc1 (stereo not given) | -26 | i
O=C(NC(=S)Nc1cccnc1)c1cccc(Br)c1 | -23 | i
COc1cc(OC)cc(C(=O)NNC(=O)CCC2CCCC2)c1 | -9 | x
CCOC(=O)C1(Cc2ccc(OC)cc2)CCN(C(=O)c2cc(C)on2)CC1 | -6 | i
COc1ccc(OC)c(NC(=O)CCOc2cccc(C)c2)c1 | -11 | i
CCOc1ccc(/C=C2\NC(=S)NC2=O)cc1 | -5 | i
Cc1c(C=O)c2cc(OCc3ccccc3)ccc2n1C | -12 | i
CC(C)CNC(=O)NC(=O)COc1c(F)c(F)cc(F)c1F | -3 | i
COc1ccc(CNC(=O)Nc2cccc(C(F)(F)F)c2)cc1OC | -21 | i
O=C(/C=C/c1ccccc1Cl)Nc1cccnc1 | -29 | i
CCOc1ccc(CNC(=O)CCS(=O)(=O)Cc2ccccc2C)cc1OC | -26 | i
O=C(NNC(=O)C1CCN(Cc2ccc(F)cc2Cl)CC1)Nc1ccc([N+](=O)[O-])cc1 | -26 | i
CCOc1ccc(NC(=O)CN2CCN(CC(=O)Nc3ccc4c(c3)OCO4)CC2)cc1 | -6 | i
CN(Cc1c(C(=O)N/N=C/c2ccccc2)nnn1-c1nonc1N)c1ccccc1 | 58* | i
COc1cccc(-c2csc(N3CCN(C(=O)Nc4ccc(Cl)cc4)CC3)n2)c1 | 32 | i
COC(=O)CN1C(=S)N(c2ccc(OC)cc2)C(=O)/C1=C/c1cccs1 | -13 | i
CN(CC(=O)Nc1ccc(N2CCOCC2)cc1)C(=O)COc1ccccc1F | -2 | i
Cc1nsc(Nc2ccccc2)c1C#N | -13 | i
CCCCn1c(N)c(N(CCOC)C(=O)CSc2nnc(-c3ccncc3)n2CCC)c(=O)[nH]c1=O | -1 | i
Cc1ccc(-c2n[nH]c(=O)c3ccccc23)c(C)c1 | -16 | i
CCN(c1ccccc1)S(=O)(=O)c1ccc(NC(=S)NC(=O)c2cccs2)cc1 | -17 | i
COCC(=O)N1CCC(Oc2ccc(C(=O)N(C)CCCC3CCCC3)cc2)CC1 | -9 | i
O=C(NCc1ccc2c(c1)OCO2)c1cccc(S(=O)(=O)N2CCOCC2)c1 | -2 | i
C1CCc2c(nc3nnnn3c2NC2CCCC2)C1 | -23 | i
O=c1c2ccccc2[nH]c(=S)n1CCN1CCc2ccccc2C1 | -33 | i
N#CCC(=O)N/N=C/c1cn(Cc2ccccc2C#N)c2ccccc12 | -4 | i
CC(C)(C)OC(=O)CNC(=O)c1nc[nH]c1C(=O)N1CCN(C(=O)OC(C)(C)C)CC1 | -21 | i
Cc1ccc(S(=O)(=O)NCc2ccccc2)cc1C(=O)N1CCCCC1 | -19 | i
COc1ccc(/C=N/NC(=S)Nc2ccccc2[N+](=O)[O-])cc1O | -3 | i
Clc1ccc(Cl)c(-c2nn3c(COc4ccccc4)nnc3s2)c1 | -4 | i
COc1cccc(NC(=O)CSc2nnc(CN3CCOCC3)n2C)c1 | -20 | i
O=C(O)CSc1ncccc1C(=O)O | -2 | i
CC(C)(C)C(=O)N1CCc2cc(-c3csc(N)n3)ccc21 | -37 | i
N#CCCn1cc(C(=O)Nc2ccc([N+](=O)[O-])cc2)c(-c2cc3ccccc3o2)n1 | -4 | i
Cc1ccc(NC(=O)NC2=NN(c3ccccc3)C(=O)/C2=C2/CCCN2C)cc1 | -15 | i
N#Cc1ccsc1NC(=O)COC(=O)CCS(=O)(=O)c1ccccc1 | -9 | x
CN(C(=O)COC(=O)c1cccnc1Nc1ccccc1F)C1CCS(=O)(=O)C1 (stereo not given) | -1 | i
CN(C)c1ccc(NC(=O)c2ccc3c(c2)nnn3C)cc1 | 9 | i
CC(=O)N1CCN(C(=O)C(Cc2c[nH]c3ccccc23)NC(=O)c2ccccc2Cl)CC1 (stereo not given) | 1 | i
O=C(C1COc2ccccc2O1)N1CCCC1 (stereo not given) | 10 | i
CCOC(=O)[C@@H]1[C@H]2COc3ccc(Br)cc3[C@@H]2N2C(=O)N(c3cccc(F)c3)C(=O)[C@]12C | -42 | i

The list goes on.
compound | OX1R antag | CHT allo act
Cc1nn(C)c(C)c1S(=O)(=O)N(CC(=O)Nc1nccs1)c1ccc(C(C)C)cc1 | -2 | i
CC1(C)CC2(CC(c3ccc(F)cc3)c3ccc(O)cc3O2)NC(=S)N1 (stereo not given) | -10 | i
COc1cc(C2CC(c3cccs3)=NN2C(=O)CCl)ccc1OC(F)F (stereo not given) | -32 | i
COc1ccc(S(=O)(=O)NCCc2ccccc2)cc1OC | -18 | i
O=c1[nH]nc(Cc2ccc(Cl)cc2Cl)c2ccccc12 | -3 | i
CCN(Cc1ccccc1)C(=O)CSc1n[nH]c(N)n1 | -6 | i
O=C(CCN1C(=O)C2C3C=CC(C4CC34)C2C1=O)OCC(=O)c1ccccc1 (stereo not given) | -20 | i
Cc1cc(C)cc(C(=O)NC(CC(N)=O)c2ccc(NCCN3CCOCC3)c([N+](=O)[O-])c2)c1 (stereo not given) | -1 | i
O=C1C=C(c2cccc(Cl)c2O)C[C@@H](c2ccc(Cl)cc2)C1 | 4 | x
CSc1ccccc1NC(=O)CN(C)C(=O)c1ccc(-n2cccn2)cc1 | -18 | x
NC(=O)C1CCN(C2=C(Cl)C(=O)c3ccccc3C2=O)CC1 | 3 | i
COc1ccccc1CC(=O)Nc1ccc(S(=O)(=O)N2CCN(C)CC2)cc1 | -1 | i
O=C1Nc2ccccc2C1(O)C/C(=N/O)c1ccccc1 (stereo not given) | -4 | i
CCC(C)NC(=O)C1(C)CCC(=O)N1Cc1ccccc1OC (stereo not given) | -14 | i
COc1ccccc1OCc1nnc(SCC(=O)Nc2nnc(C3CC3)s2)n1C | -10 | i
CCOc1ccc(/C=C/C(=O)c2c(O)cc(C)oc2=O)cc1 | -33 | i
COc1ccc2nc(-c3ccc(N)cc3)[nH]c2c1 | -12 | i
O=C(Cn1cc2c(n1)CCCC2)N1CCc2ccccc21 | -14 | i
Cc1ccc(N=C2NC(=O)/C(=C/C=C/c3ccco3)S2)cc1C | -16 | i
CCOc1ccccc1OCCCCCc1c(C)n[nH]c1C | 2 | i
O=C(CSc1ncnc2c1oc1ccccc12)Nc1nccs1 | -3 | i
Cc1ccc(Cn2c(SCC(=O)N/N=C/c3ccccc3OCC(=O)O)nc3ccccc32)cc1 | -23 | i
Cc1cccc(N(Cc2ccccc2)C(=O)c2ccc(CS(C)(=O)=O)cc2)c1 | -16 | i
COc1ccc(CN2CCCCCC2)c(C)c1C | -9 | i
O=C1CC(/C=C/c2ccccc2)(C(=O)NC2CCCC2)N1c1ccc(S(=O)(=O)N2CCCC2)cc1 (stereo not given) | -17 | i

Entries of single compounds, looked up by structure. Order of screens: OX1R antag, CHT allo act
Results for `Cc1cccc(N(Cc2ccccc2)C(=O)c2ccc(CS(C)(=O)=O)cc2)c1` : -16, i
Results for `CCN(Cc1ccccc1)C(=O)CSc1n[nH]c(N)n1` : -6, i
Results for `O=c1[nH]nc(Cc2ccc(Cl)cc2Cl)c2ccccc12` : -3, i
Results for `COc1ccccc1CC(=O)Nc1ccc(S(=O)(=O)N2CCN(C)CC2)cc1` : -1, i

Remaining list, next part:
compound | OX1R antag | CHT allo act
O=C(/C=C/c1ccco1)NC(=S)Nc1ccc(N2CCCC2)cc1 | -14 | i
C=CCc1cccc(Cl)c1OCCCNC1CCCC1 | -22 | i
CC(C)c1nnc(NC(=O)c2nc(S(=O)(=O)Cc3ccc(F)cc3)ncc2Cl)s1 | 14 | i
O=C(CN(C(=O)c1csnn1)c1cccc(C(F)(F)F)c1)NCCc1ccccc1 | -25 | i
Cc1ccc(C(=O)OC2CCOC2=O)cc1NC(=O)c1ccco1 (stereo not given) | -5 | i
CCCC(CCC)C(=O)Nc1ccc2c(c1)N(C(=O)CCN1CCN(C)CC1)c1ccccc1CC2 | -21 | 6.8*
O=C(Nc1cc(C(F)(F)F)ccc1N1CCOCC1)c1ccc[n+]([O-])c1 | -12 | i
CCc1cc(C(=O)Cc2nc3ccccc3s2)c(O)cc1OCC(=O)O | -2 | i
O=C(COc1ccccc1)OCc1cc(-c2ccco2)on1 | -10 | x
CN(C(=O)c1c(Cl)nc2sccn12)C1CCCCC1 | 2 | i
Cn1nc(C(=O)Nc2ccc(S(=O)(=O)N3CCCCC3)cc2)ccc1=O | -15 | i
CCOc1ccc(NC(=O)CCc2c(C)noc2C)cc1OC | -9 | x
CCn1nc(NC(=O)c2ccncc2)c2cc3ccccc3nc21 | -24 | i
O=C(NCc1ccccc1)C(c1ccccn1)N(C(=O)c1csnn1)c1ccccc1F (stereo not given) | -15 | i
O=C(Nc1cccnc1)c1cccs1 | -2 | i
COC(=O)c1ccc(COC(=O)c2cnc(Cl)c(Cl)c2)cc1 | -15 | i
CCOC(=O)C(=O)N1CCN(c2nc(-c3ccc(Cl)cc3)cs2)CC1 | -21 | i
CC1(c2ccc3c(c2)OCO3)NC(=O)N(CC(=O)c2ccc[nH]2)C1=O (stereo not given) | -19 | i
COc1ccc(Cc2nc3ccc(C(=O)NCC4COCCO4)cc3o2)cc1OC (stereo not given) | 0 | i
Cc1cc(Cl)c(S(=O)(=O)N2CCSCC2)cc1OCC(N)=O | -11 | i
COc1cccc(C(=O)NCCS(=O)(=O)NC2CCCC2)c1 | -19 | i
Clc1ccc(C2=CSC3=NCCN23)cc1Cl | -11 | i
CC(C)OC(=O)c1cccc(-c2ccc(C=O)o2)c1 | -2 | i
CCS(=O)(=O)N1Cc2ccccc2CC1C(=O)NCC12CC3CC(CC(C3)C1)C2 (stereo not given) | -31 | i
